# Wnt bcat act – activators of Wnt/beta-catenin signaling. Wnt/beta-catenin reporter cell assay, activator, plate reader. activation, % at 9.35 µM. hit rate 1.2% among 300,000. AID 743398; in the data active means activation above about 30%, passing the limit was not always enough;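 further: 0% = neutral control wells and 100% = positive control wells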
# Tat export inh – blocks Tat-dependent protein export in E. coli | E. coli MC4100 TorA-mCherry Tat export, fluorescence | inhibition, % at 10 µM | hit rate 0.036% among 340,000;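 active means mean replicate inhibition at least 50% and at least half of replicates individually reaching 50%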;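 further: exported cargo escapes ClpAP degradation while cytoplasmic cargo is degraded and loses fluorescence; 0% = median of neutral control wells and 100% = median of NaSCN control wells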
# CAL PDZ FP-1 – blocks peptide binding to human CAL PDZ domain | Q9HD26 | purified CAL PDZ, TMR-peptide fluorescence polarization, 1 h | inhibition, % at 20 µM | hit rate 0.02% among 330,000 | AID 504414;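 active means highest replicate inhibition of at least 40%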;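 further: plate controls were DMSO neutral control wells for no effect and unlabeled competitor peptide control wells for full effect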
#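 Assay system – tagged CAL PDZ protein CerCALP, purified · Timing – 1 h at RT · Compound – single point, 20 µM · Measured by – fluorescence polarization from S- and P-plane intensities, G-factor corrected · Evaluation – inhibition from polarization loss · Probe or stimulus – TMR reporter peptide T*-PRC34 · Buffer or medium – pH 7.4 phosphate-saline buffer, reducing agent, detergent, IgG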
# V-ATPase pHluor – regulators of yeast V-ATPase proton transport; hit rate 0.37% among 350,000; S. cerevisiae, pHLuorin cytosolic pH fluorescence; response, % at 10 µM; in the data active means response mostly above about 7.3%, no sharp cut-off; inactive means mostly below about 5.4%; further: actives read high; inactives centre near 0; some compounds called inactive have numbers as strong as hits; reference of the scale not given here
# Rtt109 Vps75 – C. albicans Rtt109 histone acetyltransferase inhibition. inhibition, % at 34.9 µM. hit rate 0.16% among 330,000. Q5AAJ8. purified Rtt109/Vps75, ThioGlo CoA-SH fluorescence, 4 h;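 active means inhibition of at least 50% in every replicate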
# CAL PDZ FP-2 – inhibitors of human CAL PDZ peptide binding; inhibition, % at 24.9 µM; Q9HD26; AID 602252; purified CAL PDZ, TMR-peptide fluorescence polarization, 1 h; hit rate 0.92% among 300,000;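 active means mean inhibition of at least 30% with at least half of replicates also reaching 30%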;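 further: 0% = DMSO neutral control and 100% = excess unlabeled competitor peptide PRC23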
# cardiac RTF act – cardiac RTF calcium sensitization; hit rate 0.24% among 340,000; P19429+P45379; activation, % at 7.2 µM; IANBD-labeled TnC RTF fluorescence at EC20 calcium; 0% EC20 calcium, 100% full calcium; AID 493008;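 active means activation above the mean over all tested compounds plus 3 SD, cut at about 30% in these data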;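 further: rise in fluorescence read as greater calcium sensitivity of cardiac thin filaments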
# MITF act – increases MITF-driven TRPM1 promoter luciferase signal; SK-MEL-5 TRPM1-promoter luciferase, 24 h; % of positive control, neutral wells = 0; activation, % at 12.5 µM; hit rate 0.75% among 300,000; AID 588334;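 active means mean activation of at least 80% with every replicate also reaching 80%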;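 further: 0% = neutral control wells and 100% = parthenolide positive control wells; values of inactives mirror those of a sister screen read the other way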
# CDK5 inh – inhibitors of human CDK5/p35 kinase. Recombinant CDK5/p35, ADP-Glo luminescence, 60 min. inhibition, % at 10 µM. hit rate 0.01% among 330,000. AID 488839;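 active means highest replicate inhibition of at least 50% and at least 75% of replicates reaching 50%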;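 further: plate controls were DMSO neutral control for no effect and GW8510 at 10 µM for full effect; many of its hits are not listed in these tables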
# Target sequence (Q00535 whole entry, looked up): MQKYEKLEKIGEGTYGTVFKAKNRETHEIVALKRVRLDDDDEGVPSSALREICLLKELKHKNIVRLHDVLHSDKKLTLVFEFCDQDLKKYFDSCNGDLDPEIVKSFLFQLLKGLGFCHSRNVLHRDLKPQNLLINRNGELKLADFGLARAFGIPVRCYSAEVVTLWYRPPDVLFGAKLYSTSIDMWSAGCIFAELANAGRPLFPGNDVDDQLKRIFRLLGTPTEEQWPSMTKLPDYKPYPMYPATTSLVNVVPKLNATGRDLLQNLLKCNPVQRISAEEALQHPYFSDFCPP
# Target sequence (Q15078 whole entry, looked up): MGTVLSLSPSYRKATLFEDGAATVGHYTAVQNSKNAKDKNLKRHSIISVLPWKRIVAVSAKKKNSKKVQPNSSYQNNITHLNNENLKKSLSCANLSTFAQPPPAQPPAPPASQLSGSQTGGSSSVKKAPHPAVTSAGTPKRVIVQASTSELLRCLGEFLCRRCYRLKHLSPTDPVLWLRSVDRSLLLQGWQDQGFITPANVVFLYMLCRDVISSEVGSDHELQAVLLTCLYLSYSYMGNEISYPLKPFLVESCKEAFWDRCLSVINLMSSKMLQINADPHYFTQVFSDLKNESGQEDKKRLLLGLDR
# dFosB act – activators of mouse delta FosB homodimer. purified delta FosB, TAMRA-CDK5 oligo fluorescence polarization; percent of positive-control signal above neutral wells. activation, % at 25 µM. hit rate 0.99% among 340,000. AID 493131;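 active means mean activation above about 17%, with every replicate also reaching it, limit read from the data, passing the limit was not always enough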;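 further: fluorescence polarization rise as delta FosB binds a TAMRA Cdk5 AP-1 oligo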
# Target sequence (P13346 whole entry, looked up): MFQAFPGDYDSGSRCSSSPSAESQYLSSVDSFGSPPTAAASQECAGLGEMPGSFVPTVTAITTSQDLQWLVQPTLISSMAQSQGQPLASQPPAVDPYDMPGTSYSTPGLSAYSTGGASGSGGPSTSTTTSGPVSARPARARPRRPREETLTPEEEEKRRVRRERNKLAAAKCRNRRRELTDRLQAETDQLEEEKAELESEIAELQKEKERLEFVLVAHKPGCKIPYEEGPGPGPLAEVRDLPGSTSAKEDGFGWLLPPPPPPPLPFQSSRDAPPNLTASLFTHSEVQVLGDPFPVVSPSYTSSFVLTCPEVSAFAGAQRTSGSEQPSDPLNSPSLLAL
# The depositor's hits bear a star; . = not tested or not shown.
Molecule,dFosB act,MITF act,Wnt bcat act,Tat export inh,cardiac RTF act,CAL PDZ FP-2,CAL PDZ FP-1,CDK5 inh,V-ATPase pHluor,Rtt109 Vps75
CC(=O)c1ccc(N2CCN(C(=S)Nc3cc(C)ccc3C)CC2)cc1,3,-1,-2,6,2,-5,0.4,-2.5,0,9
CCOC(=O)c1ccc(Oc2nc(NC(C)(C)C)nc(N(C)C)n2)cc1,-6,2,.,9,-3,0,-1.4,-1.3,1,10
Nc1ccc(SCc2nc3cccc4c3n2CCC4)cc1,-8,23,6,-1,1,3,-2.6,-2.3,2,0
COc1ccc(NC(C)=O)cc1CNC(=O)COc1ccccc1C(=O)Nc1cccc(C)c1C,-14,-12,28,-6,0,-2,-1.7,0.6,-1,-2
CCNC(=O)C12CCC(C)(c3nc4cc(C)c(C)cc4nc31)C2(C)C (stereo not given),-6,-15,-1,-2,0,-1,-3.8,-0.9,-3,6
Cc1cc(Br)c(NC(=O)c2ccccc2[N+](=O)[O-])cc1C,-3,-6,17,2,1,-2,-3.5,-0.6,-2,.
COCCN(C(=O)CNC(=O)c1ccco1)C(C(=O)NC1CCCC1)c1cccs1 (stereo not given),3,3,-4,-8,9,-4,-0.3,-0.2,1,-6
CCc1cccc(OCC(O)Cn2c(N3CCCCC3)nc3c2c(=O)[nH]c(=O)n3C)c1 (stereo not given),-17,.,-1,-7,1,0,-0.7,-2.6,-4,1
C[C@@H](O)C1NC(=O)[C@H](CCCCN)NC(=O)c2cc([N+](=O)[O-])cc(I)c2OCC[C@@H](C(N)=O)NC1=O (stereo not given in full),-1,10,1,-3,-3,-6,-0.2,-2.1,-3,20
CCn1c(C)cc(C(=O)COC(=O)c2cccnc2SC)c1C,-9,27,17,-7,5,-3,0.1,-4.1,1,-2

# Some of the entries so far, with two lines to a compound:
# The line under a structure holds: dFosB act, MITF act, Wnt bcat act, Tat export inh, cardiac RTF act, CAL PDZ FP-2, CAL PDZ FP-1, CDK5 inh, V-ATPase pHluor, Rtt109 Vps75
CCOC(=O)c1ccc(Oc2nc(NC(C)(C)C)nc(N(C)C)n2)cc1
    -6, 2, ., 9, -3, 0, -1.4, -1.3, 1, 10
Nc1ccc(SCc2nc3cccc4c3n2CCC4)cc1
    -8, 23, 6, -1, 1, 3, -2.6, -2.3, 2, 0

# Reprinted at random: 2 entries already listed.
Molecule,dFosB act,MITF act,Wnt bcat act,Tat export inh,cardiac RTF act,CAL PDZ FP-2,CAL PDZ FP-1,CDK5 inh,V-ATPase pHluor,Rtt109 Vps75
CCc1cccc(OCC(O)Cn2c(N3CCCCC3)nc3c2c(=O)[nH]c(=O)n3C)c1 (stereo not given),-17,.,-1,-7,1,0,-0.7,-2.6,-4,1
COc1ccc(NC(C)=O)cc1CNC(=O)COc1ccccc1C(=O)Nc1cccc(C)c1C,-14,-12,28,-6,0,-2,-1.7,0.6,-1,-2

# Carrying on:
Molecule,dFosB act,MITF act,Wnt bcat act,Tat export inh,cardiac RTF act,CAL PDZ FP-2,CAL PDZ FP-1,CDK5 inh,V-ATPase pHluor,Rtt109 Vps75
COC(=O)c1ccc(Cn2cnc3c(cnn3-c3ccc(Cl)cc3)c2=O)o1,0,-18,1,-3,-8,4,-1.1,0.0,0,-6
CC1(c2ccccc2)NC(=O)N(CC(=O)Nc2nc(-c3ccccn3)cs2)C1=O (stereo not given),-12,-10,8,4,0,-1,-1.3,0.5,1,-1
CCCCN=C1CC(C)(C)CC(=O)/C1=C(/O)CCC,-11,3,0,7,2,0,-2.8,-0.9,7,-3
COCCn1c(SCC(=O)c2c(N)n(C3CC3)c(=O)[nH]c2=O)nc2ccccc21,-3,1,8,-1,-8,.,0.5,1.3,9,4
CCNc1nc(SC)nc(N(C#N)CC(=O)OC)n1,-4,8,0,-1,3,0,-1.5,-0.1,-1,-1
Cc1ccc(-n2nc3c(c2NC(=O)CC(C)C)CS(=O)(=O)C3)c(C)c1,0,-9,1,-9,0,-2,-0.6,0.2,3,8
NS(=O)(=O)c1ccc(CCNC(=O)CNCCc2ccc(C(F)(F)F)cc2)cc1,-4,-2,2,-1,-2,-3,-0.9,-0.3,-3,-8
Cc1cccc(Oc2ccc3c(c2)cc(C(=O)O)n3C)c1,0,.,-1,-1,-3,-4,-0.2,2.3,6,-2
Cc1ccc2[nH]c(C)c(/C=C/c3cc[n+](C)cc3)c2c1,-16,-52,-4,2,154*,2,0.9,0.6,0,0
Cc1ccccc1NS(=O)(=O)c1ccc(C)c(NS(C)(=O)=O)c1C,-7,13,0,-3,7,-5,0.8,-1.0,1,1

# Single records (already shown). Order of screens: dFosB act	MITF act	Wnt bcat act	Tat export inh	cardiac RTF act	CAL PDZ FP-2	CAL PDZ FP-1	CDK5 inh	V-ATPase pHluor	Rtt109 Vps75
# `Cc1ccc(-n2nc3c(c2NC(=O)CC(C)C)CS(=O)(=O)C3)c(C)c1` is entered as 0	-9	1	-9	0	-2	-0.6	0.2	3	8
# `CCNc1nc(SC)nc(N(C#N)CC(=O)OC)n1` is entered as -4	8	0	-1	3	0	-1.5	-0.1	-1	-1
# `CCCCN=C1CC(C)(C)CC(=O)/C1=C(/O)CCC` is entered as -11	3	0	7	2	0	-2.8	-0.9	7	-3
# `Cc1ccccc1NS(=O)(=O)c1ccc(C)c(NS(C)(=O)=O)c1C` is entered as -7	13	0	-3	7	-5	0.8	-1.0	1	1
# `CC1(c2ccccc2)NC(=O)N(CC(=O)Nc2nc(-c3ccccn3)cs2)C1=O` (stereo not given) is entered as -12	-10	8	4	0	-1	-1.3	0.5	1	-1

# New compounds follow
Molecule,dFosB act,MITF act,Wnt bcat act,Tat export inh,cardiac RTF act,CAL PDZ FP-2,CAL PDZ FP-1,CDK5 inh,V-ATPase pHluor,Rtt109 Vps75
CC(=O)N/C(=C/c1ccc2c(c1)OCO2)C(=O)NCCCO,-9,12,.,-2,1,2,-1.4,-0.1,11,0
O=C(c1ccc2c(c1)OCO2)N1CCN(c2ccccc2)CC1,-4,6,4,4,1,-11,.,-0.7,-1,0
CCOCCCNC(=O)C1(O)c2ccccc2NC(=O)N1c1ccc(Cl)cc1 (stereo not given),5,21,5,-10,5,-4,0.1,-0.7,-1,0
COc1ccc(NC(=O)CSc2nnc(CNC(=O)c3ccco3)o2)c(OC)c1,4,-3,-7,-6,-5,1,-1.1,0.5,0,10
c1ccc(Nc2cc(Nc3ccccc3)[nH]n2)cc1,1,21,-2,2,-6,-1,-3.0,-0.1,4,-5
Cc1ccccc1Nc1sc(C(=O)Nc2cccc(Cl)c2)c(N)c1C(N)=O,-2,17,52*,-4,-2,1,0.0,-1.2,5,-11
Cc1cc(Br)ccc1NS(=O)(=O)c1c(C)[nH]c(=O)[nH]c1=O,1,6,2,2,1,-4,.,1.2,-1,-3
COc1ccc(NC(=O)Cn2nnc(C(=O)NCc3cccs3)c2N)cc1Cl,35*,-3,0,-1,1,-2,-2.3,0.5,-1,5
C=C(C)c1cccc(C(C)(C)NC(=O)N2CCN(CC)CC2)c1,-5,1,-9,2,-3,-3,0.7,1.0,5,-3
CCCC(=O)OCCn1c(Br)nc2c1c(=O)[nH]c(=O)n2C,-2,3,19,-5,7,-3,-1.0,0.4,9,20
COC(=O)c1sccc1NC(=O)c1ccc(OC)cc1,-27,.,8,4,-1,2,.,-0.7,0,-9
Cc1ccc2nc3c(cc(C(=O)NCc4ccccc4)c(=N)n3CCCn3ccnc3)c(=O)n2c1,8,13,1,4,5,-1,0.5,-9.0,3,-16
CCN(CC)C(=O)C1CCCN(Cc2nc(-c3cnccn3)no2)C1 (stereo not given),1,0,0,0,-5,-5,0.7,0.6,-2,-2
CCN(CC)CCN(CC(=O)N(C1CCCCC1)C1CCCCC1)C(=O)c1ccco1,-4,11,2,0,-1,0,0.4,-3.2,1,-3
O=C(CSc1ccc2ccccc2n1)NCCC1=CCCCC1,-8,4,.,5,5,-4,0.5,-2.5,-2,0
NC(=O)NC(Cc1ccccc1)C(=O)N1CCN(S(=O)(=O)c2ccc(Cl)cc2)CC1 (stereo not given),-5,-1,2,-10,1,0,-5.3,-4.2,0,2
Cc1nnc(NC(=O)CSc2nnc(CCNC(=O)c3ccccc3F)n2C)s1,-6,2,-4,-5,-4,-1,-0.1,-0.3,0,4
CCc1cccc(CC)c1NC(=O)c1cc(CN2C(=O)c3ccccc3C2=O)ccc1OC,-3,-11,-2,8,-3,-7,-0.8,0.8,-4,-9
CCCOc1ccc(N2C(=O)CC(S/C(N)=N/N=C(\C)c3cccs3)C2=O)cc1 (stereo not given),9,2,.,2,4,-1,-0.8,1.1,-1,6
Cc1ccc(-c2nn(-c3cccc(F)c3)cc2CN(Cc2nccn2C)C(C)C)o1,-16,29,7,-4,6,2,0.1,0.1,-3,5
CC(NC(=O)CN1C(=O)NC(C)(c2cccc3ccccc23)C1=O)c1ccccc1 (stereo not given),-2,.,-1,1,2,-2,-1.9,-3.8,0,8
Cc1nn(C)c(C)c1CNC(=O)Nc1cccc(Cl)c1,-1,39,8,7,2,3,0.1,1.8,0,12
COCCNC(=O)c1ccc(CS(=O)(=O)c2ccc(OC)cc2)o1,2,.,-3,3,-1,.,0.0,-1.1,0,-3
CCOC(=O)c1ccc(NC(=O)NC2CCN(CC(=O)NCc3ccc4c(c3)OCO4)CC2)cc1,-5,.,-2,-9,-3,-1,-0.3,0.5,-4,-4
COC(=O)Nc1nn(-c2ccc(C)cc2)c(=O)c(C#N)c1C,-5,14,0,2,1,2,-5.5,0.0,5,-1
CCCc1nn(C)c(C(=O)Nc2ccc(C(C)(C)C)cc2)c1Cl,2,5,.,6,-1,-1,-0.4,1.1,11,-5
O=S(=O)(Nc1ccccc1)c1ccc2c(c1)CCO2,-1,.,0,-12,.,.,-2.2,-0.1,6,3
COc1ccc(CC(=O)OCC(=O)NCc2ccc3c(c2)OCO3)cc1OC,2,15,2,-1,-4,.,-0.5,0.1,-1,8
CN1CCN(C(=O)/C(=C/c2ccc(N(C)C)cc2)NC(=O)c2ccccc2)CC1,-3,-5,-1,-3,-1,-4,0.2,-4.0,2,2
CC(Cl)C(=O)Nc1cc(C(F)(F)F)ccc1N1CCOCC1 (stereo not given),-3,16,-1,10,3,-6,0.1,0.0,-2,2
NCCCCCc1nnc(SC/C=C/c2ccccc2)o1,-1,.,.,11,-2,0,0.1,-1.6,2,12
Cc1ccc(C(=O)Nc2cc(Cl)ccc2Oc2ccccc2)cc1[N+](=O)[O-],1,-5,.,2,-4,-4,-0.1,0.0,-4,5
CC(C)(C)CC(=O)O/N=C(\N)c1ccccn1,-1,-30,11,-8,1,-1,0.2,0.1,3,-5
CC1CC(=O)Nc2ccccc2N1C(=O)CSc1ccc2ccccc2n1 (stereo not given),-3,-12,2,-3,0,.,-1.7,1.1,3,3
Cc1cc(-c2ccc(C)c(S(=O)(=O)N3CCN(c4ccccn4)CC3)c2)on1,-11,1,-2,0,2,10,-3.5,0.0,-2,7
O=C(O)c1ccc(CSc2nnc(-c3ccccc3Cl)n2-c2ccccc2)cc1,-3,-10,-2,-3,6,3,-0.3,1.7,-1,5
